H1N1 NS1A inhibition: NS1A inhibition, H1N1 influenza, cell based functional assay (AID 504329); NS1A functional cell-based assay, percent inhibition; higher % means a stronger effect; inhibition, % at 12.5 µM; hits with a dose series show IC50 in µM; actives 0.3% (n = 340,000); in the data active means a potency from the dose series; inconclusive means inhibition above about 27% without an active follow-up result; further: strong numbers were not always called active
VEEV TC-83 Vero: inhibitors of VEEV TC-83 cytopathic effect, confirmation, Vero cells (AID 588727); Vero cells, VEEV TC-83 cytopathic effect inhibition; higher % means a stronger effect; actives 0.13% (n = 350,000); one-dose inhibition, % at 20 µM; IC50 in µM for titrated hits; in the data active means a potency from the dose series; inconclusive means inhibition mostly from about 14% at the one dose, without a potency; inactive means the rest, 99 in 100 with inhibition below about 12%; further: strong numbers were not always called active
H37Rv inhibition: M. tuberculosis growth inhibition, HTS (AID 449762) | M. tuberculosis H37Rv growth inhibition, 7H9 media; higher % means a stronger effect | inhibition, % at 25 µM; hits with a dose series show IC50 in µM | actives 0.59% (n = 330,000); in the data active means a potency from the dose series; inconclusive means inhibition above about 70% without an active follow-up result;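 further: bacterial growth assessed after seven days of incubation; strong numbers were not always called active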
Salmonella PhoP GFP: Inhibition of PhoP regulon, Salmonella typhi GFP reporter cells, confirmation, 4 h (AID 1850). Salmonella Typhi PhoP-promoter GFP reporter, fluorescence, 4 h; higher % means a stronger effect. one-dose inhibition, % at 50 µM; IC50 in µM for titrated hits. actives 0.33% (n = 310,000); in the data active means a potency from the dose series; inconclusive means inhibition mostly from about 25% at the one dose, without a potency; inactive means the rest, 99 in 100 with inhibition below about 19%;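 further: 0% = induced wells with vehicle and 100% = uninduced wells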
M. tuberculosis: growth inhibition of non-replicating M. tuberculosis (AID 488890) | one-dose inhibition, % at 25 µM; IC50 in µM for titrated hits | Mycobacterium tuberculosis non-replicating, growth inhibition; higher % means a stronger effect | actives 0.39% (n = 320,000); in the data active means a potency from the dose series; inconclusive means inhibition mostly from about 82% at the one dose, without a potency; inactive means the rest, 99 in 100 with inhibition below about 76%;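 further: plate controls were DMSO cells for no effect and high antibiotic wells for full effect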
VEEV TC-83 Vero 10K pilot screen: also measured in VEEV TC-83 Vero; calls as there; inhibition, %; measured here: 10K pilot screen inhibition
An asterisk follows results filed as active; i = inactive; ? = inconclusive; . = no result given. Rows are unselected; about 1.4% have a hit in one of these screens.

SMILES	H1N1 NS1A inhibition	VEEV TC-83 Vero	H37Rv inhibition	Salmonella PhoP GFP	M. tuberculosis	others
O=C(/C=C/c1ccc(Cl)cc1)NC(=S)NN1CCCCC1c1cccnc1 (stereo not given)	.	.	-3%	7%	9%
O=C(/C=C/Nc1ccc(F)c(Cl)c1)c1ccccc1	17%	0.9%	-10%	-6%	32%
CSc1cccc(NC(=O)N2CCc3ccc(NC(=O)c4ccccn4)cc3C2)c1	15%	9.6%	?	9%	64%
CCC(C)(C)NC(=O)Cc1ccc(F)cc1	.	0.1%	-8%	13%	-17%
O=C(CSc1nc(-c2ccccc2)c(-c2ccccc2)o1)Nc1nnc(-c2ccccc2)s1	-5%	i	-3%	-7%	29%
Cn1c(N2CCN(S(=O)(=O)c3ccc(F)cc3)CC2)nc2ccccc21	-5%	0.6%	6%	-4%	0%
O=C1CN(C(=O)COc2ccccc2)c2ccccc2N1	-8%	1.1%	-9%	-5%	-4%
O=c1[nH][nH]c(C(F)(F)F)c1C=NCc1cccc(Cl)c1	-2%	1.3%	-3%	5%	7%
Cc1c(C)c(C)c(S(=O)(=O)Nc2ccc3[nH]c(=O)[nH]c3c2)c(C)c1C	4%	1.5%	-5%	8%	9%
Cc1nc2c(ncn2-c2ccccc2)c(=O)n1NC(=O)CN1CCCC1	-16%	1.2%	-2%	4%	10%
FC(F)(F)c1cc(-c2ccccc2)nc(N2CCCCCC2)n1	-12%	0.1%	14%	-4%	17%
COc1cc(C(=O)N/N=C/c2ccc(OC(=O)c3ccccc3Cl)cc2)ccc1O	-10%	10%	11%	2%	67%
Cc1nn(CCCC(=O)Nc2ccccn2)c(C)c1[N+](=O)[O-]	-1%	2.9%	-1%	14%	-17%
CCC(=O)N(Cc1cc2ccccc2[nH]c1=O)c1ccc(OC)cc1	10%	0.2%	-4%	-2%	-2%
O=C(NCC(O)COc1ccc([N+](=O)[O-])cc1)Nc1ccccc1 (stereo not given)	-17%	0.4%	-1%	-15%	-15%

Continued, overlapping the part above by two compounds.
SMILES	H1N1 NS1A inhibition	VEEV TC-83 Vero	H37Rv inhibition	Salmonella PhoP GFP	M. tuberculosis	others
CCC(=O)N(Cc1cc2ccccc2[nH]c1=O)c1ccc(OC)cc1	10%	0.2%	-4%	-2%	-2%
O=C(NCC(O)COc1ccc([N+](=O)[O-])cc1)Nc1ccccc1 (stereo not given)	-17%	0.4%	-1%	-15%	-15%
COC(=O)CSC1=C(C#N)C(c2ccccc2F)CC(=O)N1 (stereo not given)	3%	0.3%	-5%	-10%	9%
O=C(CCn1c(=O)sc2ccccc21)Nc1nccs1	-1%	5.5%	1%	0%	-10%	VEEV TC-83 Vero 10K pilot screen=4.5
COCCn1nnnc1C(CC(C)C)N1CCN(C(=O)c2ccco2)CC1 (stereo not given)	-5%	0.4%	.	.	.
CC(C)(C)c1ccc(OCC(=O)NCCN2CCOCC2)cc1	6%	0.8%	4%	9%	-3%
COc1ccc(CCN2C(=O)CN(Cc3ccccc3)CC2=O)cc1OC	-12%	0.2%	1%	-1%	10%
CC(Nc1c[nH]c(=O)[nH]c1=O)c1ccccc1 (stereo not given)	-6%	i	2%	-5%	2%
CC(C)C[C@@H](CSc1ccc(Br)cc1)N1CCN(C)CCC1=O	5%	0.1%	2%	-2%	22%
COc1ccc(-n2nc3c(c2NC(=O)c2cc4ccccc4o2)CS(=O)(=O)C3)cc1	-2%	4.6%	-10%	-6%	-14%
Cc1ccccc1C(=O)N1CCN(c2ncnc3c2cnn3-c2ccccc2)CC1	19%	7.9%	6%	3%	20%
Cc1ccc(-n2c(O)c(C=NCCN3CCOCC3)c(=O)[nH]c2=O)cc1	13%	0.5%	-2%	3%	9%
Cc1ccc(-c2nn(C)c(=O)c3ccccc23)cc1CNS(C)(=O)=O	9%	9.9%	-1%	-12%	17%
O=C(Nc1cc([N+](=O)[O-])ccc1O)c1ccc2c(c1)C(=O)N(Cc1ccco1)C2=O	2%	2.7%	-5%	-9%	3%
Cc1ccccc1P(=O)(CO)c1ccccc1C	14%	0.8%	-4%	10%	8%
CC(C)Oc1ccc(C(=O)CCN2CCCCC2)cc1	4%	i	-1%	-6%	6.2µM*
CC(=O)Nc1c([N+](=O)[O-])cc2[nH]c(=O)[nH]c2c1[N+](=O)[O-]	-12%	i	-5%	-3%	-4%
Cc1ccc(N2CC(C(=O)Nc3ccncc3)CC2=O)cc1 (stereo not given)	-1%	0.0%	-9%	-4%	1%
CCN(CC)S(=O)(=O)c1cccc(-c2nnc(SCC(=O)c3cc(C)n(C4CC4)c3C)o2)c1	4%	6.9%	-8%	-4%	15%
O=C(NCCCO)c1ccc2[nH]c3c(c2c1)CCCC3	-3%	0.2%	-3%	13%	2%
CC(C)c1ccc(/C=c2\sc3n(c2=O)C(N)=C(C#N)C(c2ccc(C(C)C)cc2)C=3C(N)=O)cc1 (stereo not given)	10%	13%	.	.	.
C[C@H](NS(=O)(=O)c1ccc(Cl)c(Cl)c1)C(=O)OCc1cc(=O)n2cc(Br)ccc2n1	-7%	1.6%	6%	-11%	29%
CC(Sc1ccsc1[N+](=O)[O-])C(=O)NCc1ccccc1 (stereo not given)	.	.	3%	2%	8%
Cc1ccc(S(=O)(=O)N2CCN(C(=O)COC(=O)c3cncc(Br)c3)CC2)c(C)c1	-4%	i	3%	.	6%
Cc1ccc(-c2cc(C(=O)Nc3ccc(S(=O)(=O)Nc4onc(C)c4C)cc3)c3ccccc3n2)cc1	-1%	1.2%	25%	10%	17%
Cc1nc2ccc(S(=O)(=O)NC(C(=O)NC3CCCC3)C(C)C)cc2s1 (stereo not given)	-12%	i	3%	-2%	11%
CC(C)c1cc(NC(=O)CSc2nnc(-c3ccccc3F)n2C)on1	2%	i	-4%	-5%	35%
Cc1cc[n+](Cc2ccccc2)cc1	2%	i	-2%	3%	5%
Cc1cc(C)n(Cc2ccc(C(=O)Nc3cccc(Br)c3)o2)n1	27%	1.2%	-4%	-4%	7%
O=C(Nc1cccc(-c2csc(Nc3cccc(C(F)(F)F)c3)n2)c1)c1ccccc1	3%	5.5%	?	-6%	-2%
CC(=O)c1cccc(Nc2nc(-c3cccc([N+](=O)[O-])c3)cs2)c1	5%	0.3%	0%	-6%	10%
CC(C)N(CCCNC(=O)c1ccc(CS(=O)(=O)c2c(Cl)cccc2Cl)o1)Cc1ccccc1	7%	i	0%	17%	19%
CC(C)(C)c1nc(NCC2CCCO2)c2nnn(Cc3ccccc3)c2n1 (stereo not given)	4%	i	4%	-3%	-11%
O=S(=O)(c1ccc(F)cc1)N1CCC2(CC1)OCCO2	0%	0.5%	-2%	1%	-3%
CSc1ccc(CN2CCC(Oc3ccc(C(=O)N4CCCC4)cc3)CC2)cc1	6%	i	8%	1%	28%
O=C(Nc1ccc(F)cc1)C(Cc1ccccc1)n1cccc1 (stereo not given)	-4%	0.3%	-3%	6%	1%
c1ccc(CNC2=NCCCC2)cc1	-8%	i	3%	-4%	-5%
C=CCc1cccc2cc(C(=O)N3CCN(C(=O)OCC)CC3)c(=O)oc12	-10%	i	-19%	-4%	-11%
O=C(Cc1cccc(C(F)(F)F)c1)Nc1ccc(S(=O)(=O)N2CCCC2)cc1	-4%	4.6%	35%	4%	10%
CCCCC1CC(C)(C(=O)CSc2nc3ccccc3s2)OC1=O (stereo not given)	-1%	2.1%	2%	7%	45%
Cc1nn(C)c(C)c1C1C(C#N)=C(N)OC2=C1C(=O)CC(C)(C)C2 (stereo not given)	16%	0.3%	2%	0%	3%
O=c1ccc2c(o1)/C(=C/C=C(Cl)Cl)CCC2	-9%	0.5%	1%	-1%	23%
COC1(c2cc(-c3ccccc3)nc(N)n2)CCCCC1	-7%	i	3%	-3%	.
COc1ccc(OCC(=O)N2CCN(c3nnc(-c4ccc(C)cc4)c4ccccc34)CC2)cc1	2%	6.5%	?	2%	58%
NNC(=O)c1ccccc1-n1cccc1	6%	0.1%	5%	6%	4%
NC(=O)c1ccc(N=Nc2c(O)c3ccccc3[nH]c2=O)cc1	.	.	0%	-1%	-9%
Cc1cc(C)nc(-n2ncc(C#N)c2N)n1	5%	1.8%	4%	0%	12%
COC(=O)C1=NN(C(C)(C)CC(C)=O)C2C(=O)N(C3CCCCC3)C(=O)C12 (stereo not given)	5%	6.1%	6%	6%	0%
COc1ccccc1Nc1nc2nonc2nc1N1CCCCC1C (stereo not given)	4%	i	-1%	-9%	7%
O=C1CN(C(=O)COC(=O)/C=C/c2ccc(S(=O)(=O)N3CCOCC3)cc2)c2ccccc2N1	-13%	1.6%	1%	-2%	-1%
O=S(=O)([N-]c1nc2ccccc2nc1-[n+]1ccc(CCCc2ccccc2)cc1)c1cccs1	10%	7.2%	1%	-40%	-7%
COc1cccc(COC(=O)c2cc(S(=O)(=O)N3CCOCC3)ccc2Cl)c1OC	-9%	0.7%	.	.	.
CCc1ccc(OCC(=O)NN2Cc3ccccc3C2=N)cc1	-7%	i	1%	5%	-17%
CCOc1cc2c(cc1OCC)-n1cccc1C(c1ccccc1F)NC2 (stereo not given)	9%	0.1%	26%	-6%	.
Cc1ccc2cc(CN(Cc3ccco3)C(=O)c3ccco3)c3nnnn3c2c1	-3%	4.3%	6%	4%	-2%
O=C(NC(=S)Nc1cccc(Cl)c1N1CCOCC1)c1cccs1	-8%	7.0%	3%	3%	24%
Cc1cc(=O)oc2cc(OCc3nnc(-c4ccccc4Br)o3)ccc12	-4%	i	2%	-6%	-7%

Filtered by structure: those above containing fluorine (12)
SMILES	H1N1 NS1A inhibition	VEEV TC-83 Vero	H37Rv inhibition	Salmonella PhoP GFP	M. tuberculosis	others
O=C(/C=C/Nc1ccc(F)c(Cl)c1)c1ccccc1	17%	0.9%	-10%	-6%	32%
CCC(C)(C)NC(=O)Cc1ccc(F)cc1	.	0.1%	-8%	13%	-17%
Cn1c(N2CCN(S(=O)(=O)c3ccc(F)cc3)CC2)nc2ccccc21	-5%	0.6%	6%	-4%	0%
O=c1[nH][nH]c(C(F)(F)F)c1C=NCc1cccc(Cl)c1	-2%	1.3%	-3%	5%	7%
FC(F)(F)c1cc(-c2ccccc2)nc(N2CCCCCC2)n1	-12%	0.1%	14%	-4%	17%
COC(=O)CSC1=C(C#N)C(c2ccccc2F)CC(=O)N1 (stereo not given)	3%	0.3%	-5%	-10%	9%
CC(C)c1cc(NC(=O)CSc2nnc(-c3ccccc3F)n2C)on1	2%	i	-4%	-5%	35%
O=C(Nc1cccc(-c2csc(Nc3cccc(C(F)(F)F)c3)n2)c1)c1ccccc1	3%	5.5%	?	-6%	-2%
O=S(=O)(c1ccc(F)cc1)N1CCC2(CC1)OCCO2	0%	0.5%	-2%	1%	-3%
O=C(Nc1ccc(F)cc1)C(Cc1ccccc1)n1cccc1 (stereo not given)	-4%	0.3%	-3%	6%	1%
O=C(Cc1cccc(C(F)(F)F)c1)Nc1ccc(S(=O)(=O)N2CCCC2)cc1	-4%	4.6%	35%	4%	10%
CCOc1cc2c(cc1OCC)-n1cccc1C(c1ccccc1F)NC2 (stereo not given)	9%	0.1%	26%	-6%	.
